S1P3 agonist = activates the human S1P3 receptor; 60,000 tested, 0.1% active; Q99500; S1P3 NFAT-BLA reporter cells, agonism, FRET ratio; relative to 1 µM S1P, basal subtracted; activation, % at 4.5 µM;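 active means activation above the screen-wide mean plus 3 SD, cut at about 4.5% in these data, passing the limit was not always enough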; further: some compounds called inactive have numbers as strong as hits
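Material: Human S1P3 NFAT-BLA reporter CHO cells | Incubation: Overnight plating, 4 h compound 37 °C, 2 h substrate RT | Signal: FRET β-lactamase substrate fluorescence, excitation 405 nm, 460/535 nm emission ratio, background-subtracted | Compound: 4.5 µM final, single dose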
HTR1A agonist = 5-HT1a (human) receptor agonism; CHO 5-HT1a Ga15 NFAT-bla reporter, FRET ratio; 0% basal, 100% maximal reference agonist; AID 567; 65,000 tested, 0.56% active; P08908; activation, % at 10 µM;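 active means activation above the screen-wide mean activation plus 3 SD, cut at about 19% in these data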;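 further: 0% = DMSO wells and 100% = 5-CT at EC100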
Target sequence (P08908 whole entry, looked up): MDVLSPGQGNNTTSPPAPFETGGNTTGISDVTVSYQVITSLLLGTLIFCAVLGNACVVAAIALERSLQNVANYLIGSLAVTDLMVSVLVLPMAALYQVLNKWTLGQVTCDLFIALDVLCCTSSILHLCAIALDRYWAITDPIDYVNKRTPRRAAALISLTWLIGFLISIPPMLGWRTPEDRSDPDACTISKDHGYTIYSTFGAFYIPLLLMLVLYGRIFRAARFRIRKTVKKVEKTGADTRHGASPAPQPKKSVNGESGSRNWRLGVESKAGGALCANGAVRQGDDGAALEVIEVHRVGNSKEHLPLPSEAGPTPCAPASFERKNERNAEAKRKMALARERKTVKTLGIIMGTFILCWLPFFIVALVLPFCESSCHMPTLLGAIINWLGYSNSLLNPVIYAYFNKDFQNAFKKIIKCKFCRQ
M1 ag = activates the M1 muscarinic receptor; CHO-M1 cells, Fluo-4 calcium fluorescence, agonist mode; hits give high values; 64,000 tested, 3% active; B-score at 10 µM;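 active means fluorescence rise, raw or as B-score row- and column-corrected plate score, outside the 99.7% band of its plate's samples, either direction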
S1P1 ag-PAM = S1P1 (human) agonism or agonism potentiation | 56,000 tested, 0.57% active | S1P1 CRE-bla cells, forskolin, beta-lactamase FRET, potentiator mode; S1P1 agonist co-added at EC20, 2 nM; 100% = saturating reference agonist, 0% = basal | activation, % at 9.5 µM;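 active means activation above a cutoff set at the mean activation of all tested compounds plus 3 SD, cut at about 54% in these data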;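 further: forskolin at 4 µM as EC80 and the EC20 agonist is SEW2871; 100% = SEW2871 at its EC100 plus forskolin at EC80; some compounds past the cut are filed as inactive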
Target sequence (P21453 whole entry, looked up): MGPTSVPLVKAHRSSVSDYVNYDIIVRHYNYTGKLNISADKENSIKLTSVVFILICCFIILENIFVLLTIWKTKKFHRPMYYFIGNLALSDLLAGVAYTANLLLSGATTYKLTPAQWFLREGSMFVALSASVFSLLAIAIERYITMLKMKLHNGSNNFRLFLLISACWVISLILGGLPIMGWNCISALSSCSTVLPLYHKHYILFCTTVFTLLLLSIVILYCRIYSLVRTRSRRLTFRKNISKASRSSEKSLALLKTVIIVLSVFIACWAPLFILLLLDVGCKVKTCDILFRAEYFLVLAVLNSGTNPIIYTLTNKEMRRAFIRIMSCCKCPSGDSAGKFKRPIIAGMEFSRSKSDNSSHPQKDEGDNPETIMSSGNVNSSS
HTR1E agonist = activates the human 5-HT1E serotonin receptor; 65,000 tested, 0.69% active; P28566; activation, % at 6 µM; CHO 5-HT1E Ga15 NFAT-bla reporter, FRET; 0% DMSO wells, 100% control agonist wells;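 active means activation above a set limit, the screen-wide mean activation plus 3 SD, cut at about 8.5% in these data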;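 further: 100% = positive control agonist at 1 µM giving full maximal response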
M1 antagonist = blocks the rat M1 muscarinic receptor response to acetylcholine; P08482; CHO-M1 cells, Fluo-4 calcium, ACh EC80 antagonist mode; hits give low values; B-score at 10 µM; 64,000 tested, 3.4% active;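 active means calcium fluorescence response, raw or row-and-column corrected B-score, differing from the plate sample mean either way at a set confidence level, mostly lower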
5HT1E antag = antagonists of human 5-HT1E serotonin receptor; P28566; CHO 5-HT1E Ga15 NFAT-bla reporter, FRET, antagonist; inhibition, % at 6 µM; 65,000 tested, 0.99% active; AID 571;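 active means inhibition above a set limit, the mean inhibition across every tested compound plus 3 SD, cut at about 29% in these data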;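 further: signal is the 460 over 535 nm emission ratio of beta-lactamase substrate; 0% = agonist plus DMSO wells and 100% = wells without agonist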
Jurkat viability = cytotoxic compounds reducing Jurkat cell viability. Jurkat E6.1 viability, ATP luminescence, 48 h. inhibition, % at 4 µM. 56,000 tested, 1.2% active. AID 463;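 active means inhibition above the mean inhibition of all tested compounds plus 3 SD, cut at about 28% in these data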
5HT1a antag = antagonists of human 5-HT1a serotonin receptor; CHO 5-HT1a Ga15 NFAT-bla reporter, antagonist mode; inhibition, % at 10 µM; 62,000 tested, 0.68% active; P08908; AID 612;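 active means inhibition above the mean of all tested compounds plus 3 SD, cut at about 43% in these data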;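 further: receptor stimulated by 5-CT agonist at 100 nM near EC80; beta-lactamase reporter measured by ratiometric fluorescence of a cleavable substrate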
* hit, by the source's call.

Screening COc1ccc(C)cc1S(=O)(=O)N(CC(=O)O)c1ccccc1 returned S1P3 agonist -0.3, HTR1A agonist 0.8, M1 ag 0.47, HTR1E agonist 0.6, M1 antagonist 1.3, 5HT1E antag 1, Jurkat viability 1 and 5HT1a antag -5.
Cc1ccc2nc(NC(=O)CN(C)S(=O)(=O)c3cccc4nsnc34)sc2c1 was read as S1P3 agonist 0.1, HTR1A agonist -0.6, M1 ag 0.099, S1P1 ag-PAM -4, HTR1E agonist 1.3, M1 antagonist 0.64, 5HT1E antag 8, Jurkat viability 11 and 5HT1a antag 10.
Screening O=c1c2ccccc2nc(SCc2cn3ccsc3n2)n1-c1ccccc1 returned S1P3 agonist -0.2, HTR1A agonist 1.0, S1P1 ag-PAM -40, HTR1E agonist 0.5, 5HT1E antag 38*, Jurkat viability 6 and 5HT1a antag -1.
For Cc1cc(C(=O)N2CCN(C(c3ccccc3)c3ccccc3)CC2)on1 the results were S1P3 agonist 0.1, HTR1A agonist -2.2, M1 ag -0.0029, S1P1 ag-PAM 88*, HTR1E agonist 0.5, M1 antagonist -1.3*, 5HT1E antag -14, Jurkat viability 2 and 5HT1a antag 9.
Screening O=C1C=C(NCc2ccco2)CCC1 returned S1P3 agonist 0.2, HTR1A agonist -0.7, M1 ag -0.2, S1P1 ag-PAM 8, HTR1E agonist -0.1, M1 antagonist 0.35, 5HT1E antag 1, Jurkat viability -1 and 5HT1a antag 4.
`O=C(Nc1ccc(Cl)cc1)C1CCCN(S(=O)(=O)c2cnc[nH]2)C1` (configuration not stated) gave S1P3 agonist -0.3, HTR1A agonist 0.1, M1 ag 0.82, S1P1 ag-PAM -7, HTR1E agonist -0.9, M1 antagonist -0.56, 5HT1E antag 11, Jurkat viability 7 and 5HT1a antag -2.
Cn1c(=O)[nH]c(=O)c2c1nc(CN1CCOCC1)n2Cc1ccccc1 was read as S1P3 agonist -0.2, HTR1A agonist -1.9, M1 ag -0.092, S1P1 ag-PAM -19, HTR1E agonist -0.3, M1 antagonist 0.09, 5HT1E antag 2, Jurkat viability 9 and 5HT1a antag -9.
COc1ccc(S(=O)(=O)N2CCC(C(=O)NCc3ccccn3)CC2)cc1C was read as S1P3 agonist -0.6, HTR1A agonist 2.4, M1 ag 0.083, S1P1 ag-PAM -29, HTR1E agonist 0.2, M1 antagonist -0.39, 5HT1E antag -8, Jurkat viability 0 and 5HT1a antag -9.
For CCOC(=O)c1cnc2c(C#N)c(C)nn2c1-c1ccccc1 the results were S1P3 agonist -0.3, HTR1A agonist -1.5, M1 ag 0.62, S1P1 ag-PAM -8, HTR1E agonist -0.1, M1 antagonist 0.12, 5HT1E antag 2, Jurkat viability 3 and 5HT1a antag 0.
`CN1C(=O)c2ccc(N3CCCC3)cc2C1=O` gave S1P3 agonist 0.6, HTR1A agonist 1.8, M1 ag 13*, S1P1 ag-PAM -14, HTR1E agonist 1.6, M1 antagonist -1.2, 5HT1E antag -4, Jurkat viability -2 and 5HT1a antag -11.
For C=CCN1C(=O)C2C(C(=O)NC)C3C=CC2(O3)C1C(=O)NCc1ccc(OC)cc1 (configuration not stated) the results were HTR1A agonist 2.0, M1 ag 0.35, HTR1E agonist 0.5, M1 antagonist 0.67, 5HT1E antag -9 and 5HT1a antag -5.
`CC(C)c1ccc(S(=O)(=O)N2CCN(C(=O)c3cccc(F)c3)CC2)cc1` gave S1P3 agonist -0.7, HTR1A agonist 0.8, M1 ag -1.3, S1P1 ag-PAM -13, HTR1E agonist 0.0, M1 antagonist 0.32, 5HT1E antag 5, Jurkat viability 5 and 5HT1a antag -4.
For COC(=O)C1=C(C(=O)c2ccccc2)C(c2ccc(OC)c(OC)c2)Nc2nnnn21 (configuration not stated) the results were S1P3 agonist -1.1, HTR1A agonist 0.6, M1 ag -0.66, S1P1 ag-PAM 7, HTR1E agonist 0.8, M1 antagonist 0.043, 5HT1E antag -4, Jurkat viability 1 and 5HT1a antag -3.
`COc1c(F)c(F)c(C(=O)Nc2cccc(Cl)c2N2CCOCC2)c(F)c1F` gave S1P3 agonist 0.2, HTR1A agonist 4.0, M1 ag 0.014, S1P1 ag-PAM -9, HTR1E agonist 0.4, M1 antagonist 0.13, 5HT1E antag -2, Jurkat viability 3 and 5HT1a antag -15.
`COCc1[nH]nc2c1C(c1ccccc1OC)C(C#N)=C(N)O2` (configuration not stated) gave S1P3 agonist -5.7, HTR1A agonist 0.6, M1 ag -0.77, S1P1 ag-PAM 3, HTR1E agonist -0.7, M1 antagonist 0.45 and 5HT1E antag -1.
For CS(=O)(=O)N1CCN(C(=O)c2c(F)cccc2F)CC1 the results were S1P3 agonist -0.7, HTR1A agonist -2.1, M1 ag -0.035, S1P1 ag-PAM -9, HTR1E agonist 0.0, M1 antagonist 0.94, 5HT1E antag 6, Jurkat viability 2 and 5HT1a antag -2.
For C=CCOc1ccc(C2N3CC4(C)CN2CC(CCC)(C3)C4=O)cc1 (configuration not stated) the results were S1P3 agonist -0.9, HTR1A agonist -1.6, M1 ag -0.4, S1P1 ag-PAM 18, HTR1E agonist -1.0, M1 antagonist -0.33, 5HT1E antag 13, Jurkat viability 8 and 5HT1a antag 15.
NC(=O)COC(=O)C(Cc1ccccc1)NS(=O)(=O)c1ccccc1F (configuration not stated) was read as S1P3 agonist -1.0, HTR1A agonist -2.6, M1 ag 0.7, S1P1 ag-PAM 17, HTR1E agonist -0.6, M1 antagonist -0.012, 5HT1E antag 1, Jurkat viability 3 and 5HT1a antag -2.
Screening COc1cc2c(cc1OC)CN(C(=O)Cc1ccc(OC)c(S(=O)(=O)N3CCOCC3)c1)CC2 returned S1P3 agonist -0.1, HTR1A agonist -0.6, M1 ag 1, S1P1 ag-PAM 4, HTR1E agonist 25*, M1 antagonist -0.16, 5HT1E antag 6, Jurkat viability 0 and 5HT1a antag -1.
Screening CSCCC(NC(=O)c1ccc(=O)n(C)n1)c1nc2ccccc2[nH]1 (configuration not stated) returned S1P3 agonist 0.8, HTR1A agonist -3.7, M1 ag -1.6, S1P1 ag-PAM -18, HTR1E agonist -0.6, M1 antagonist -0.23, 5HT1E antag 9, Jurkat viability -6 and 5HT1a antag 0.
CCCCn1c(SCC(=O)N2CCC(C)CC2)nc2cc(S(N)(=O)=O)ccc21 was read as S1P3 agonist -0.8, HTR1A agonist -0.5, M1 ag 0.038, S1P1 ag-PAM 23, HTR1E agonist -1.6, M1 antagonist 1.4, 5HT1E antag 12, Jurkat viability 6 and 5HT1a antag 10.
`COc1ccc(CN(Cc2cc3ccc(C)cc3[nH]c2=O)Cc2nnnn2C2CCCC2)cc1` gave S1P3 agonist 0.9, HTR1A agonist 0.3, M1 ag 2.1, S1P1 ag-PAM -22, HTR1E agonist 0.5, M1 antagonist -1.6, 5HT1E antag -18, Jurkat viability -1 and 5HT1a antag -6.
Screening Fc1ccc(-c2nnc3sc(-c4ccc5c(c4)OCO5)nn23)cc1 returned S1P3 agonist -1.1, HTR1A agonist 1.3, M1 ag -0.19, S1P1 ag-PAM -34, HTR1E agonist -0.2, M1 antagonist -0.55, 5HT1E antag 0, Jurkat viability 1 and 5HT1a antag 10.
`COc1ccc(OC)c(NC(=O)C2CCCC2)c1` gave S1P3 agonist -0.9, HTR1A agonist -2.1, M1 ag 0.91, HTR1E agonist -0.5, M1 antagonist 0.46, 5HT1E antag -8, Jurkat viability 6 and 5HT1a antag 3.
Screening Cc1ccc(C)c(N2CCN(CCCNC(=O)Cn3cc4c(n3)CCCCC4)CC2)c1 returned S1P3 agonist -2.0, HTR1A agonist -2.8, M1 ag -0.69, S1P1 ag-PAM -14, HTR1E agonist 0.9, M1 antagonist -1.1, 5HT1E antag 10, Jurkat viability 20 and 5HT1a antag 25.
Screening COCCCN(C(=O)Cn1ncc2c(=O)oc3ccc(C)cc3c21)C(C)c1ccncc1 (configuration not stated) returned S1P3 agonist -1.3, HTR1A agonist -0.8, M1 ag 1.1, S1P1 ag-PAM -3, HTR1E agonist 0.5, M1 antagonist 0.053, 5HT1E antag -96, Jurkat viability 3 and 5HT1a antag 8.
Cc1nc2ccccc2c2oc(C(=O)NCC3COc4ccccc4O3)cc12 (configuration not stated) was read as S1P3 agonist -1.0, HTR1A agonist 1.8, M1 ag 1.2, S1P1 ag-PAM 66, HTR1E agonist 0.2, M1 antagonist -0.29, 5HT1E antag 27, Jurkat viability 24 and 5HT1a antag 13.
For O=C(COC(=O)c1cc(=O)[nH]c2ccccc12)NC(=O)NC1CCCCC1 the results were S1P3 agonist 0.4, HTR1A agonist -3.8, M1 ag 0.1, S1P1 ag-PAM -4, HTR1E agonist -0.2, M1 antagonist -0.93, 5HT1E antag -1, Jurkat viability -2 and 5HT1a antag -5.
For CN1CCN(C2=NC3(CCCC3)C(C#N)C(=O)N2)CC1 (configuration not stated) the results were S1P3 agonist -1.1, HTR1A agonist 2.1, S1P1 ag-PAM -17, HTR1E agonist 0.0, 5HT1E antag 9, Jurkat viability 8 and 5HT1a antag -21.
CC(=O)c1cccc(NS(=O)(=O)c2c(C)n[nH]c2C)c1 was read as HTR1A agonist 0.9, HTR1E agonist 3.7, 5HT1E antag -2 and 5HT1a antag -7.

Among those listed so far, these contain a furan ring, fused or not:
Screening O=C1C=C(NCc2ccco2)CCC1 returned S1P3 agonist 0.2, HTR1A agonist -0.7, M1 ag -0.2, S1P1 ag-PAM 8, HTR1E agonist -0.1, M1 antagonist 0.35, 5HT1E antag 1, Jurkat viability -1 and 5HT1a antag 4.
Cc1nc2ccccc2c2oc(C(=O)NCC3COc4ccccc4O3)cc12 (configuration not stated) was read as S1P3 agonist -1.0, HTR1A agonist 1.8, M1 ag 1.2, S1P1 ag-PAM 66, HTR1E agonist 0.2, M1 antagonist -0.29, 5HT1E antag 27, Jurkat viability 24 and 5HT1a antag 13.

(cont.)
`CCOC(=O)CC12CN3CN(C1)CC(CC(=O)OCC)(C3)C2=O` gave S1P3 agonist 1.0, HTR1A agonist -0.2, M1 ag -0.0058, S1P1 ag-PAM -3, HTR1E agonist -0.2, M1 antagonist 0.0081, 5HT1E antag 0, Jurkat viability -1 and 5HT1a antag -6.
`O=S(=O)(c1ccc(Br)s1)N1CCN(c2ccccc2)CC1` gave S1P3 agonist -1.4, HTR1A agonist 3.4, M1 ag 0.72, S1P1 ag-PAM 4, HTR1E agonist -0.5, M1 antagonist -2.2, 5HT1E antag 3, Jurkat viability 11 and 5HT1a antag -12.
For CN(C)/C=C1/Nc2ccccc2C1=O the results were S1P3 agonist -1.3, HTR1A agonist -1.1, M1 ag 1.5, S1P1 ag-PAM -12, HTR1E agonist 0.3, M1 antagonist 1.5, 5HT1E antag -2, Jurkat viability 2 and 5HT1a antag 8.
Screening Cc1nnc(NC(=O)C(C)Sc2nncn2C)s1 (configuration not stated) returned S1P3 agonist 0.4, HTR1A agonist -1.6, M1 ag -0.3, S1P1 ag-PAM -6, HTR1E agonist 1.7, M1 antagonist 0.74, 5HT1E antag -20, Jurkat viability 1 and 5HT1a antag -13.
O=C(CCn1c(=O)c2sccc2n(Cc2cc(=O)n3ccccc3n2)c1=O)NCc1ccco1 was read as S1P3 agonist -0.2, HTR1A agonist -0.4, M1 ag 0.46, S1P1 ag-PAM 3, HTR1E agonist -0.1, M1 antagonist 0.48, 5HT1E antag 4, Jurkat viability -3 and 5HT1a antag 5.
For CCOC(=O)c1c(NC(=O)OC)sc(C(=O)N(CC)CC)c1C the results were HTR1A agonist -0.3, M1 ag 0.079, HTR1E agonist 0.7, M1 antagonist 0.43, 5HT1E antag -8 and 5HT1a antag -8.

Screens: PubChem, several laboratories
